Screening data deposited in PubChem by several laboratories.
MEX-5 binding: MEX-5 zinc finger RNA-binding disruptors – biochemical, C. elegans, fluorescence polarization, MLPCN library, primary screen; Zinc finger protein mex-5 (Caenorhabditis elegans), Q9XUB2; activity score (negative = inhibition of binding), % at 10 µM; MEX-5/FITC-TCR2 RNA binding; stronger effect = lower value; 0.38% of 300,000 active;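 active means inhibition past about -25% in most replicates, and total fluorescence under double the plate's negative control median, limit read from the data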;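 further: 0% = DMSO and -100% = 5 µM competing unlabeled TCR2 RNA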
GRK2 aptamer HTS: compounds blocking aptamer binding on GRK2 – biochemical, human GRK2, bead flow cytometry, HTS, primary screen. Beta-adrenergic receptor kinase 1 (Homo sapiens), P25098. FAM-aptamer displacement from GRK2. inhibition of aptamer binding, % at 10 µM. 0.59% of 330,000 active. AID 488847, 2010;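 active means inhibition of aptamer binding above 40%, roughly 3 SD of noise, on plates passing a quality check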;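 further: median bead fluorescence of bound FAM aptamer so fluorescent compounds give negative values; no value below 0 was filed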
Efflux pump mplx: inhibitors of Candida efflux pumps in yeast, primary screen, S. cerevisiae, Nile Red, multiplex | AID 485275, 2010 | inhibition, % at 10 µM | 0.44% of 330,000 active | S. cerevisiae Candida pump triplex;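 active means plate passing quality check with inhibition over a set limit, or well fluorescence over plate mean plus 4 SD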;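 further: Nile Red retained in pooled yeast measured as flow cytometry median fluorescence; 0% = buffer negative control and 100% = Enniatin B positive control; higher means more Nile Red kept so more efflux inhibition; some compounds called inactive have numbers as strong as hits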
Fam108B counter: mouse Fam108B serine hydrolase inhibitors, primary screen, counter-screen for RBBP9 inhibitor project, biochemical, fluorescence polarization; AID 1947, 2009; inhibition, % at 9.51 µM; 0.33% of 300,000 active; recombinant Fam108B, FP-Rh probe fluorescence polarization;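 active means inhibition above the screen mean inhibition plus 3 SD, computed separately per campaign, cut at about 18% in these data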;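 further: inhibitors lower polarization as less probe binds the enzyme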
GLD-1 TGE inh: GLD-1/TGE RNA complex disruptors, primary screen, biochemical, fluorescence polarization | 0.44% of 320,000 active | purified GLD-1 + fluorescein TGE RNA | inhibition, % at 5.96 µM | Female germline-specific tumor suppressor gld-1 (Caenorhabditis elegans), Q17339;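 active means percent inhibition above a per-plate cutoff, the plate mean of test compounds plus 3 SD, cut at about 30% in these data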;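 further: 0% = DMSO wells with GLD-1 and probe and 100% = wells lacking GLD-1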
Target sequence (Q17339 whole entry, looked up): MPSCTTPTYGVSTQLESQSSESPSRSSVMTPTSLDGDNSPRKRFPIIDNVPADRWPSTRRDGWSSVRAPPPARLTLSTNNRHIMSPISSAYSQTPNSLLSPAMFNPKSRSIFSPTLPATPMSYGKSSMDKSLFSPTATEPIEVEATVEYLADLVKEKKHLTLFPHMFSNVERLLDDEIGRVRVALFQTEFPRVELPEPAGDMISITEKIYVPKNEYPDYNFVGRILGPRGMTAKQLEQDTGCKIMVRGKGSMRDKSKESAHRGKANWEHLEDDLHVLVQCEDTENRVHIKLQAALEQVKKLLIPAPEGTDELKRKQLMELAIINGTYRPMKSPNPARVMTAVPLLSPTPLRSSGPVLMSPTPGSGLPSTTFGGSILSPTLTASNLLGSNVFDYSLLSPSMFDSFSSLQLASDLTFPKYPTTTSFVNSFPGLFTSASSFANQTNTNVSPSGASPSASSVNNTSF
VLA-4 inh: inhibition in human VLA-4 binding assay, primary screen, VLA-4 allosteric modulator project, MLPCN library, flow cytometry, VLA-4 expressing cells. inhibition, % (about 7 µM as worked out from the volumes in the protocol). ligand binding flow cytometry. 0.2% of 330,000 active. AID 2557, 2010. Integrin alpha-4 (Homo sapiens), P13612; in the data active means inhibition above about 50%
PME-1 inh: PME-1 inhibitors via competitive probe labeling, primary screen, biochemical, fluorescence polarization, FP-Rh probe, HTS; recombinant PME-1; inhibition, % at 5.9 µM; 0.53% of 320,000 active;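 active means inhibition above the campaign mean of all compounds plus 3 SD, cut at about 26% in these data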;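 further: competitive labeling of PME-1 active site by serine hydrolase directed probe; 0% = PME-1 with DMSO and 100% = wells lacking PME-1 enzyme; inhibitors block probe labeling so polarization falls and inhibition rises; many of its hits are not listed in these tables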
MCL1-BIM inh: inhibitors of MCL1 binding to BIM-BH3, primary screen, biochemical, fluorescence polarization. 0.68% of 320,000 active. AID 2057, 2009. inhibition, % at 10.9 µM. GST-MCL1 / FITC-Bim-BH3 fluorescence polarization;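 active means inhibition above the mean inhibition of all tested compounds plus 3 SD, set per campaign, cut at about 40% in these data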;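 further: 0% = DMSO wells and 100% = unlabeled Bim-BH3 peptide control; higher means more loss of mP so more displacement of Bim peptide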
Target sequence (Q07820 whole entry, looked up): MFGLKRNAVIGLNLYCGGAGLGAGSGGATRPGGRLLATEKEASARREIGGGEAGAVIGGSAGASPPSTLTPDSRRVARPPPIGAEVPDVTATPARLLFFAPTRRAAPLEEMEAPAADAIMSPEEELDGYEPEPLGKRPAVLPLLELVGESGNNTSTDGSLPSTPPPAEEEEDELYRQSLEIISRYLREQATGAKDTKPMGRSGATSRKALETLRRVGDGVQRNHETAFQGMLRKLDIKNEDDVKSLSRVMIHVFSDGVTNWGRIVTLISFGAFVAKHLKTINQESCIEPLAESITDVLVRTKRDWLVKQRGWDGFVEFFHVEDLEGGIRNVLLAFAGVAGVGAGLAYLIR
Bcl-xL primary: inhibitors of human Bcl-xL, primary screen, biochemical, fluorescence polarization, HTS; GST-Bcl-xL / FITC-Bim BH3 peptide fluorescence polarization; 0.7% of 320,000 active; inhibition, % at 10.9 µM; Bcl-2-like protein 1 (Homo sapiens), Q07817;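 active means inhibition above the mean of all tested compounds plus 3 SD, cutoff set per campaign, cut at about 30% in these data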;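 further: 0% = DMSO wells and 100% = unlabeled Bim-BH3 peptide competitor; inhibitors lower millipolarization by displacing the labeled peptide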
Target sequence (Q07817 whole entry, looked up): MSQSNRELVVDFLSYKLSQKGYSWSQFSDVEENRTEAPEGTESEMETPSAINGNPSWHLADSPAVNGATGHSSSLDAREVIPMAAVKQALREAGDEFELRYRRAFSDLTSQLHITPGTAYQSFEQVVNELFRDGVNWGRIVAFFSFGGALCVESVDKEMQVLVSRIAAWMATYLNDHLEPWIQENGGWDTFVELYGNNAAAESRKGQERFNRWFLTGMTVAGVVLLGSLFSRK
* hit, by the source's call; . = no result given.

Values in the order – MEX-5 binding | GRK2 aptamer HTS | Efflux pump mplx | Fam108B counter | GLD-1 TGE inh | VLA-4 inh | PME-1 inh | MCL1-BIM inh | Bcl-xL primary
- CC(Oc1ccccc1Cl)C(=O)Nc1ccc(S(=O)(=O)Nc2nccs2)cc1 (stereo not given)
→ -1.2 | 2.0 | 0.0 | 1.9 | 3.6 | 34.2 | 9.6 | 7.0 | 3.7
- CCOC(=O)c1c(NC(=O)C(C)OC(=O)C2=COCCO2)sc2c1CCCC2 (stereo not given)
→ . | 4.0 | 0.3 | . | 3.2 | 14.8 | -8.5 | 2.7 | 5.0
- CC(=O)Nc1nonc1NC(=O)CSc1ncn[nH]1
→ -2.2 | 2.0 | 0.0 | 1.3 | 6.8 | 11.2 | 4.6 | 4.2 | 1.1
- COC(=O)c1ccc(CSc2nnc(SCc3ccc(C(=O)OC)o3)s2)o1
→ -1.9 | 1.0 | 0.1 | -0.7 | 4.7 | -4.3 | 9.1 | 12.2 | 5.0
- CC(NC(=O)Cn1cc([N+](=O)[O-])cn1)c1ccc(C(C)(C)C)cc1 (stereo not given)
→ 3.2 | 0.0 | 0.1 | -1.3 | -5.2 | -0.9 | 0.4 | 2.9 | 8.2
- Cc1ccc(S(=O)(=O)N2CCC(C(=O)NCCc3ccccc3)CC2)cc1
→ 0.0 | 2.0 | 0.2 | 7.7 | -5.5 | . | -6.6 | 5.7 | 3.3
- COc1cccc(NS(=O)(=O)c2cc3c(cc2C)N(C)CCO3)c1
→ -0.9 | 2.0 | 0.0 | 3.4 | 1.1 | -7.6 | 8.6 | 4.6 | 5.8
- Cc1cccc(OCCCC(=O)N2CCCCCC2)c1C
→ -1.6 | 1.0 | 0.0 | . | . | 6.4 | . | . | .
- N#CC1(c2ccccc2)CCCN1C(=O)c1ccccc1Cl (stereo not given)
→ -0.8 | 2.0 | 0.1 | 6.1 | 1.7 | 7.7 | -2.1 | -10.1 | -2.0
- CC(On1c(-c2ccccc2)nc2ccc(Cl)cc21)C(=O)O (stereo not given)
→ -1.7 | 0.0 | 0.0 | 7.0 | -6.0 | -5.2 | -1.8 | 3.5 | 1.9
- CC(=O)n1cc([C@@H]2C=C(C(=O)NCc3ccccc3)O[C@H](OCc3ccc(CO)cc3)C2)c2ccccc21
→ 4.6 | 1.0 | 0.1 | -16.3 | -18.7 | -7.9 | -17.7 | -10.0 | -3.8
- CC[C@H](C)[C@H](NC(=O)c1ccc(Cl)cc1)C(=O)OCC(=O)c1c(N)n(C)c(=O)n(C)c1=O
→ . | 8.0 | 0.0 | . | 4.3 | -7.5 | . | . | .
- CC(NC(=O)COC(=O)c1ccccc1Nc1ccccc1)c1ccccc1 (stereo not given)
→ . | 0.0 | -0.1 | 5.3 | 3.4 | -14.5 | -2.2 | 3.7 | 4.9
- O=C(Nc1cccc(-c2nc3ccccc3[nH]2)c1)c1ccccn1
→ -3.9 | 0.0 | 0.0 | 1.1 | 0.8 | 1.8 | -16.3 | -3.2 | 6.6
- Cc1ccc(S(=O)(=O)NCc2cn3ccsc3n2)c(C)c1
→ 0.8 | 1.0 | 0.0 | -0.6 | 4.4 | -0.7 | -4.8 | 9.2 | 5.8
- CCC(C)NCCCCOc1ccc(C)cc1[N+](=O)[O-] (stereo not given)
→ 1.1 | 0.0 | -0.1 | -5.1 | -2.6 | 0.0 | -6.1 | -1.7 | 4.0
- COc1ccc(CC(=O)OC(C)CN2CCOCC2)cc1 (stereo not given)
→ -0.7 | 4.0 | 0.2 | -1.1 | 0.2 | -1.0 | 1.3 | -7.1 | 1.6
- COc1ccccc1N1CC(C(=O)Nc2nnc(SC)s2)CC1=O (stereo not given)
→ 2.2 | 3.0 | 2.3 | 3.0 | -3.0 | 1.3 | 5.4 | 1.2 | 7.6
- COc1ccc(C2/C(=C(/O)c3ccccc3)C(=O)C(=O)N2c2ccccn2)c(OC)c1 (stereo not given)
→ 0.6 | 2.0 | 0.1 | 5.9 | 1.1 | 13.2 | -0.7 | 20.1 | -1.2
- O=C(NCc1ccccn1)C1CCN(S(=O)(=O)c2cccs2)CC1
→ -0.7 | 1.0 | -0.1 | -1.7 | 4.1 | 12.1 | 19.3 | -2.2 | 0.6
- O=C(CN1C(=O)/C(=C\c2ccccc2Cl)Sc2ccccc21)NCCCN1CCOCC1
→ 1.2 | 0.0 | 0.0 | 0.8 | -0.2 | 39.9 | 0.3 | 8.2 | 3.6
- Cc1nc2ccccc2c2oc(C(=O)NCc3ccc4c(c3)OCO4)cc12
→ -1.7 | 0.0 | 0.0 | 2.8 | 2.5 | 12.8 | -1.1 | 4.9 | 5.3
- Cc1ccc(C2CC(=O)N3CN(Cc4ccco4)CSC3=C2C#N)cc1 (stereo not given)
→ 1.1 | 0.0 | 0.0 | 3.9 | 5.5 | -17.2 | -1.4 | -9.2 | -2.8
- CCN(c1cccc(C)c1)S(=O)(=O)c1cc2c3c(c1)CCC(=O)N3CCC2
→ -4.5 | 0.0 | -0.1 | 0.7 | 1.2 | -16.1 | 9.0 | 1.6 | 5.5
- Cc1ccc(NC(=O)CCC(=O)NNC(=O)c2ccccc2Cl)c(C)c1
→ 1.4 | 0.0 | -0.3 | -2.8 | -6.3 | 12.1 | -1.2 | 3.1 | 1.3
- Cc1cc(Cl)ccc1OCCCC(N)=O
→ 1.8 | 0.0 | 0.0 | -0.5 | 3.5 | -0.6 | -5.4 | -1.7 | 2.5
- COCCNC(=O)c1cc2c(-c3ccccc3F)nn(C)c2s1
→ -1.0 | 0.0 | -0.1 | -0.9 | 0.8 | 14.9 | -1.5 | 6.0 | 7.1
- COc1ccccc1C(=O)n1nc(-c2ccc(Cl)cc2)nc1N
→ -1.2 | 3.0 | 0.2 | -5.7 | 1.6 | 31.4 | -1.8 | -1.8 | 1.2
- Cc1ccccc1CCNC(=O)Cn1ccc2cc(S(=O)(=O)N3CCCC3)ccc21
→ 1.8 | 6.0 | 0.0 | -0.9 | 0.4 | -7.9 | 19.7 | -1.5 | -1.2
- COc1cccc(NC(=O)[C@H](CC(C)C)NC(=O)N2CCn3c2nc2ccccc23)c1
→ 0.4 | 3.0 | -0.2 | -1.9 | -3.1 | -5.0 | -8.3 | 5.8 | 6.5
- Cc1cc(OC(C)C(=O)Nc2ccccc2C(=O)N2CCCC2)ccc1Cl (stereo not given)
→ -1.3 | 1.0 | 0.1 | -2.1 | 9.4 | 15.1 | 5.5 | 1.2 | 5.3
- CCOC(=O)C(=O)NNc1ccc(Cl)cc1
→ -0.6 | 2.0 | 0.1 | -0.9 | -3.7 | 13.5 | 1.4 | -3.1 | 1.1
- Cc1c(N2C(=O)/C(=C\C3CC=CCC3)SC2=S)c(=O)n(-c2ccccc2)n1C (stereo not given)
→ 0.5 | 0.0 | -0.1 | 0.6 | -3.5 | -1.1 | -4.0 | 8.6 | 7.2
- O=C(c1ccco1)N1CCN(c2ncnc3c2[nH]c2ccc(Cl)cc23)CC1
→ 0.0 | 0.0 | -0.1 | 2.9 | 3.9 | 0.0 | 18.1 | -3.9 | 9.1
- CC(C)(C)c1ccc(/C=C(\C#N)C(=O)Nc2ccccn2)cc1
→ -0.7 | 3.0 | 0.2 | -2.3 | 5.7 | 8.8 | -0.7 | 3.4 | 3.3
- COC(=O)c1ccccc1NC(=O)CNC(=O)c1ccco1
→ 1.9 | 3.0 | 0.4 | -4.0 | 0.0 | -10.6 | -3.8 | 5.1 | 1.0
- CC1CCc2nn(CC(=O)NCc3ccco3)cc2C1 (stereo not given)
→ 0.2 | 2.0 | -0.1 | 2.5 | 2.8 | -7.0 | -3.3 | -3.6 | 0.2
- CCOc1ccccc1NC(=O)COC(=O)c1cc[n+]([O-])cc1
→ 0.2 | 0.0 | 0.1 | -0.4 | 2.7 | 0.1 | -4.0 | -3.6 | 0.2
- COc1ccc(/C=C2\SC(=S)N(CCC(=O)NC3CCCC3)C2=O)cc1OC
→ -27.0* | 0.0 | 0.1 | -2.8 | 5.5 | 24.9 | 2.0 | -0.6 | 1.9
- C=CCn1c(CNC(=O)c2ccco2)nnc1SCC(=O)c1ccc(F)cc1
→ 0.5 | 3.0 | 0.0 | -0.5 | 8.8 | -0.5 | -7.3 | -6.6 | -0.3
- CCc1ccc(C(=O)Nc2cccc(-c3nn[nH]n3)c2)s1
→ -3.4 | 0.0 | 0.3 | -1.7 | 3.1 | -6.4 | -4.1 | -3.0 | 6.0
- COc1ccc(C)cc1NC(=O)N1CCCc2ccccc21
→ -4.4 | 1.0 | 0.1 | 0.3 | -2.8 | -28.5 | 5.7 | 5.7 | 5.1
- O=C(c1ccc2c(=O)n3c(nc2c1)CCCCC3)N1CCN(c2ccccc2F)CC1
→ 0.5 | 6.0 | -0.1 | -2.6 | 1.5 | -15.4 | 0.5 | -2.8 | -0.1
- CCCN(CC(=O)Nc1ccccc1C)C(=O)c1cccc(-n2cnnn2)c1
→ 0.0 | 5.0 | 0.1 | -0.4 | 2.4 | -7.9 | 0.2 | -2.1 | 5.3
- N#C/C(=C/c1ccc(-c2ccc(C(=O)O)c(Cl)c2)o1)C(=O)NCC1CCCO1 (stereo not given)
→ . | 4.0 | 0.1 | 1.6 | 4.7 | 17.9 | -0.1 | -23.8 | -9.1
- CC1=NN(c2ccccc2)C(=O)/C1=C/c1ccc(Cl)cc1
→ -0.1 | 1.0 | 0.4 | . | . | 6.8 | . | . | .
- COCCNC(=O)c1cc(-c2ccccc2)n(Cc2cc(C)no2)n1
→ . | 2.0 | 0.0 | 1.8 | 3.1 | 11.1 | 1.6 | 6.7 | 6.7
- CCN(CC)CCOC(=O)C(c1ccccc1)C1CCCCC1 (stereo not given)
→ . | 0.0 | 0.5 | . | 5.8 | -0.2 | . | . | .
- Cc1cccn2c(=O)nc(SCC(=O)c3ccc(Cl)cc3)nc12
→ -0.1 | 5.0 | 0.0 | 1.0 | 2.9 | -3.0 | 5.1 | 7.8 | 7.2
- Cc1ccc(C(=O)N/C(=C/c2ccc(-c3cc(C(F)(F)F)ccc3Cl)o2)C(=O)NCc2cccnc2)cc1
→ 2.6 | 0.0 | 0.2 | -9.8 | -4.2 | 6.3 | -10.7 | -12.1 | -6.8
- C/C(=N\NC(=O)CNC(=O)c1ccc(F)cc1)c1ccco1
→ -1.5 | 0.0 | -0.3 | -0.9 | 4.4 | 12.8 | -1.5 | 4.4 | 5.2
- CSc1ccc(CCNC(=O)c2cccc3c2C(=O)N(C2CCCCC2)C3)cc1
→ . | 0.0 | -0.1 | -10.1 | -0.8 | 1.0 | -13.8 | -1.0 | 1.5
- Cc1cc2nc(-c3ccc(SCC(=O)Nc4ccc(S(=O)(=O)N5CCCC5)cc4)nc3)[nH]c2cc1C
→ -1.3 | 0.0 | -0.3 | -94.0 | -19.6 | -19.8 | -96.2 | -43.7 | -15.9

A portion of the library; rates above refer to the full screens.
